M4 ag: CHRM4 agonism in calcium assay | CHO-K1 hM4/Gqi5, Fluo-8 calcium fluorescence; vehicle 0%, full acetylcholine response 100% | activation, % at 3 µM | 0.14% of 360,000 active | P08173;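 active = activation above the run mean over all test wells plus 3 SD, cut at about 32% in these data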;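 also: peak over basal fluorescence ratio per well then scaled between controls; 0% = DMSO wells and 100% = acetylcholine at EC100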
Target sequence (P08173 whole entry, looked up): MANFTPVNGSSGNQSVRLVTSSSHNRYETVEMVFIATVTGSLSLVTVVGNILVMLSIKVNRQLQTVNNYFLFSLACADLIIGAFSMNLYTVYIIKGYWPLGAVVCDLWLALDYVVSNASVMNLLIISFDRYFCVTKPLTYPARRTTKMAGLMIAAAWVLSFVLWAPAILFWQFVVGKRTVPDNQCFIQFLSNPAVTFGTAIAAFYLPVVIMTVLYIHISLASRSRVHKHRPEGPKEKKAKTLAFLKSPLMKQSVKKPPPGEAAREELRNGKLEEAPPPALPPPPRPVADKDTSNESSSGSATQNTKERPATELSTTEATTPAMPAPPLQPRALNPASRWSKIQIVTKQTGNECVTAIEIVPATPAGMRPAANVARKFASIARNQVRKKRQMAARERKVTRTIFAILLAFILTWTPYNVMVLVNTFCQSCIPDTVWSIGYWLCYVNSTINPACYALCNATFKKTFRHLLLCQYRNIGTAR
CHRM1 PAM: positive allosteric modulators of human M1 muscarinic receptor | CHO-K1 hM1, Fluo-8 calcium fluorescence, ACh EC20; 0% = ACh EC20, 100% = maximal ACh | 0.088% of 360,000 active | AID 588819 | activation, % at 3 µM; in the data active = activation above about 19%, passing the limit was not always enough
CRFBP-R2 agonist: agonists of human CRF-binding protein/CRF-R2 receptor complex; activation, % at 13.2 µM; HEK293 CRF-R2/CRF-BP, calcium dye fluorescence (FLIPR); percent of saturating CRF peptide response; 0.46% of 350,000 active;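 active = activation of at least 50%, plus an integration ratio under a set limit after plate pattern correction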;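 also: plate controls were neutral control wells without compound for no effect and CRF at EC100 for full effect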
CHRM5 antagonist: antagonists of human muscarinic M5 receptor (CHRM5); P08912; CHO-hM5 cells, Fluo-8 calcium fluorescence, ACh EC80; inhibition, % at 3 µM; 0.59% of 360,000 active; AID 624040;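 active = inhibition above a per-plate cutoff, the mean of that plate's test compounds plus 3 SD, cut at about 27% in these data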;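 also: 0% = acetylcholine EC80 with DMSO and 100% = DMSO without agonist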
Target sequence (P08912 whole entry, looked up): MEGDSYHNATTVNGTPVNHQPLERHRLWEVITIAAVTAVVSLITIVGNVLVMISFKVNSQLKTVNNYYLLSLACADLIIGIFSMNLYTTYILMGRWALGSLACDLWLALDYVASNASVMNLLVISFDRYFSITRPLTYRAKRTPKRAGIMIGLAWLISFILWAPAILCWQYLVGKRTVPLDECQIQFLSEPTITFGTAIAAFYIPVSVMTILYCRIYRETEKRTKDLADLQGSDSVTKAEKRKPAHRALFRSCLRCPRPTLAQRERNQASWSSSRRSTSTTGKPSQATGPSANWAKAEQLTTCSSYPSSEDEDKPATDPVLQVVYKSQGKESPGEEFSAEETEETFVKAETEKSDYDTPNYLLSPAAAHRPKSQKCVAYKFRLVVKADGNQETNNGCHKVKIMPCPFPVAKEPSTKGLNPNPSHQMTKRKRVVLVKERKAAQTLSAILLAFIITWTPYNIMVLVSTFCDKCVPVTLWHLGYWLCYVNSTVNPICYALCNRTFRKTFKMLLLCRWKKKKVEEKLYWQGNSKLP
M1 antag: human CHRM1 antagonism; P11229; CHO-K1 hM1, Fluo-8 calcium fluorescence, ACh EC80 antagonist; inhibition, % at 3 µM; 1.3% of 360,000 active;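 active = percent inhibition above its own plate's cutoff, namely the mean of that plate's compound wells plus 3 SD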;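 also: peak over basal fluorescence ratio during 140 s after agonist addition; 0% = ACh EC80 plus DMSO and 100% = DMSO alone without agonist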
CHRM4 antagonist: antagonists of human muscarinic M4 receptor (CHRM4). P08173. CHO-hM4 cells, ACh EC80, Fluo-8 calcium fluorescence. inhibition, % at 3 µM. 0.73% of 360,000 active. AID 624125;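 active = inhibition above its plate's cutoff, the mean inhibition of sample wells plus 3 SD, cut at about 27% in these data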;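 also: 0% = acetylcholine EC80 with DMSO and 100% = DMSO without agonist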
CHRM5 PAM: CHRM5 positive allosteric modulation | 0.3% of 360,000 active | CHO-K1 hM5, Fluo-8 calcium, ACh EC20 PAM; 0% = ACh EC20, 100% = ACh EC100 | AID 624038 | activation, % at 3 µM | P08912;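 active = activation above the run cutoff, the mean activation of all test compounds plus 3 SD, cut at about 18% in these data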
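Measured by: Fluo-8 calcium fluorescence; material: human M5 receptor in CHO-K1 cells; schedule: Post-acetylcholine fluorescence recording 140 s; benchmarks: low control EC20 acetylcholine (0%), high control EC100 acetylcholine (100%); read-out: Max/basal fluorescence ratio as % of EC20–EC100 ACh window; compound: single dose, 3 µM nominal final test concentration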
CHRM4 PAM: CHRM4 positive allosteric modulation; CHO-K1 hM4/Gqi5, Fluo-8 calcium fluorescence, ACh EC20; 0% = ACh EC20, 100% = maximal ACh; 0.4% of 360,000 active; P08173; activation, % at 3 µM;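 active = activation above its plate's cutoff, the mean activation of sample wells plus 3 SD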; also: some results filed as inactive read as strong as hits
M5 ag: CHRM5 agonism in calcium assay; P08912; CHO-K1 hM5 cells, Fluo-8 calcium fluorescence; 0% DMSO wells, 100% maximal acetylcholine response; activation, % at 3 µM; 0.19% of 360,000 active;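 active = activation above the run's mean over test compounds plus 3 SD, cut at about 23% in these data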;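 also: signal is peak over basal fluorescence ratio across the kinetic read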
Starred values were filed as active, the others as inactive; & = joins results of further samples. This is a subset; rates above refer to the full screens.

Values run as follows: M4 ag | CHRM1 PAM | CRFBP-R2 agonist | CHRM5 antagonist | M1 antag | CHRM4 antagonist | CHRM5 PAM | CHRM4 PAM | M5 ag
COC(=O)C1=C(c2c(C)noc2C)C[C@@H]2CC[C@H]1N2C(=O)NC1CC1
 : 0 | 4 | 1.7 | 0 | -9 | 0 | 6 | 3 | 2
O=C(N/N=C1/CN2CCC1CC2)c1cc2ccccc2cc1O
 : 1 | 2 | 15 | -3 | -3 | -2 | 10 | 2 | 1
O=C(c1cc(C(=O)NCc2ccccc2)c(=O)n(Cc2ccccc2)c1)c1cc(Cl)ccc1O
 : 0 | 4 | 3.6 | -2 | -7 | -11 | 4 | 9 | 0
CCOC(=O)c1c(C)n(Cc2ccco2)c2ccc(OC)cc12
 : -2 | 10 | -1.5 | 6 | -16 | -6 | -11 | -2 | -3
ClCCOCCCl
 : 1 | 5 | 1.7 | -13 | -13 | -3 | 8 | 9 | 0
CCS(=O)(=O)N1CCC(C(=O)N2CCC3(CC2)OCCO3)CC1
 : 2 | 5 | -1.5 | 1 | -26 | 8 | 0 | -2 | 2
CCCCN1C(=O)/C(=C/C=C/c2ccco2)C(=O)NC1=S
 : 1 | -10 | 11 | 5 | 12 | 2 | -2 | -6 | 2
O=C1CN=C(c2cccc(Br)c2)c2cc(Br)ccc2N1
 : 1 | 1 | -1.1 | 6 | 13 | 1 | -4 | -6 | -2
COc1ccc(-n2c(=O)[nH]c3ccccc3c2=O)c(OC)c1
 : 1 | 5 | 2.1 | -2 | -3 | -8 | -1 | -6 | 0
OC(c1ccccc1)(c1ccccc1)C1CCNCC1
 : 1 | -12 | 0.2 | 2 | 6 | 11 | -5 | -10 | -1
CCN(CC)CCN=Cc1c(O)n(CCc2ccccc2)c(=O)[nH]c1=O
 : 0 | 0 | 3.1 | -1 | -17 | 10 | 1 | -4 | -4
COC1C(O)C(C)OC(OC2CCC3(C=O)C(CCC4C3CCC3(C)C(C5=CC(=O)OC5)CCC43O)C2)C1O (configuration not stated)
 : 1 | 11 | -0.8 | 3 | -9 | -10 | 0 | 6 | 0
CC(C)(C)c1ccc(C(=O)C2CCCN(Cc3ccon3)C2)cc1 (configuration not stated)
 : 4 | -20 | -1.2 | -3 | 9 | -2 | -1 | -6 | 0
CN1CC(C(=O)c2ccc(F)cc2)C(c2c(F)cccc2Cl)C1 (configuration not stated)
 : 0 | 5 | 2.0 | 3 | -2 | 10 | 4 | -5 | -11
Cc1nn(C)cc1/C=C1/CC2C3CC=C4CC(O)CCC4(C)C3CCC2(C)C1=O (configuration not stated)
 : 1 | 8 | 0.4 | -3 | -6 | 0 | 3 | 3 | -3
COC(=O)C1=C(c2ccc(F)cc2F)C[C@@H]2CC[C@H]1N2C(=O)NCc1ccco1
 : 2 | -1 | 0.3 | 9 | 2 | 3 | -6 | 7 | -5
c1cnc(N2CCNCC2)nc1
 : 0 | 5 | 0.3 | 1 | -26 | -5 | -3 | 4 | -1
Cc1ccc(CNCCc2ccc(F)cc2)s1
 : 1 | 5 | 0.8 | 2 | -11 | -11 | 2 | -2 | -2
O=C1NC(=O)C(=Cc2ccc(Sc3ccccc3)o2)C(=O)N1
 : 0 | 4 | 1.1 | 9 | 0 | 5 | 0 | -4 | -2
C=CCn1c(O)c(C(CC)=NCc2ccc3c(c2)OCO3)c(=O)[nH]c1=O
 : 6 | 7 | -3.4 | 0 | -18 | -7 | -1 | -5 | 2
O=c1c2ccccc2[nH]c(=S)n1-c1ccc2c(c1)OCO2
 : 0 | -2 | -1.4 | 5 | 2 | 1 | -2 | 8 | 1
O=C(OCC(=O)c1ccc([N+](=O)[O-])cc1)/C(=C/c1ccc(Cl)cc1)NC(=O)c1ccccc1
 : 9 | -16 | -0.8 | 15 | 7 | -11 | -14 | -8 | -2
CCNC(=S)N1CCn2cccc2C1c1cccnc1 (configuration not stated)
 : 0 | 9 | -0.1 | 5 | -14 | -5 | 4 | 2 | -2
O=[N+]([O-])c1ccccc1CNCCc1c[nH]c2ccccc12
 : 1 | 1 | 1.7 | 10 | -3 | 4 | -5 | -1 | 3
O=C(O)CCCOc1ccc(Cl)cc1Cl
 : 0 | -2 | -0.8 | 8 | -7 | 4 | -4 | -6 | 0
N#Cc1c(/N=C/c2c(O)n(Cc3ccco3)c(=O)[nH]c2=O)sc2c1CCCC2
 : 2 | -2 | 12 | 3 | 8 | -4 | 0 | 22 | 2
FC(F)(F)c1ccc(CN2CCNCC2)cc1
 : 0 | 3 | 0.6 | 8 | 0 | 7 | -5 | -6 | -11
COc1ccc(C(=O)OC2C[C@H]3CC[C@@H](C2)N3O)cc1OC (some centres not stated)
 : 0 | 11 | -0.4 | 0 | -24 | 5 | 9 | -7 | -6
O=c1oc2ccccc2c(O)c1C(c1ccc([N+](=O)[O-])cc1)c1c(O)c2ccccc2oc1=O
 : 0 | -1 | 21 | 15 | 1 | 14 | -2 | 7 | 1
O=C(Nc1ccccc1Cl)OC1CN2CCC1CC2 (configuration not stated)
 : 14 | -22 | 3.7 | 25 | 54* | 14 | -32 | -40 | -16
Oc1ccc2c3c1OC1[C@H](O)CC[C@@]4(O)[C@@H](C2)N(CC2CC2)CC[C@]314 (some centres not stated)
 : 1&1 | -3&7 | 0.1&-0.3 | -4&-3 | 2&-10 | 0&-10 | 1&7 | -5&12 | 2&2
CN(C)C(=O)Oc1ccc(-c2cn3cc(C(F)(F)F)ccc3n2)cc1
 : 3 | 6 | 1.2 | -1 | 0 | -4 | -3 | -7 | -2
COc1ccccc1-n1c(O)c(C=Nc2c(C)n(C)n(-c3ccccc3)c2=O)c(=O)[nH]c1=O
 : 0 | 4 | -5.0 | -3 | -32 | -8 | -2 | 7 | 0
CNC(=O)c1cccn(Cc2cccc(C(F)(F)F)c2)c1=O
 : 7 | -9 | 0.4 | 22 | 7 | 13 | -12 | -7 | 1
CN1CC2=CC(O)CC3Oc4c(O)ccc(c4[C@]23C)C1 (some centres not stated)
 : 1 | 3 | 0.7 | 8 | -5 | -5 | -3 | 6 | -2
COC(=O)C1=C(c2ccc(C(C)=O)cc2)C[C@@H]2CC[C@H]1N2C
 : 1 | -6 | -2.0 | 11 | 8 | 2 | -4 | 1 | -7
CCC(C(=O)N1CCC2(CC1)OCCO2)c1ccccc1 (configuration not stated)
 : 0 | 2 | -0.2 | -12 | -2 | -5 | 10 | 16 | -2
COC(=O)C1=C(c2ccc(OC)c(OC)c2)C[C@@H]2CC[C@H]1N2C(=O)NC1CCCCC1
 : 0 | 3 | -2.3 | 3 | 0 | -3 | 1 | 11 | -3
C[N+]1(CC(COCc2ccccc2)OC(=O)Cc2ccccc2)CCOCC1 (configuration not stated)
 : 0 | -2 | 4.4 | 3 | -1 | 1 | 2 | -3 | -4
Cc1cccc(N2CCc3c2nc2ccccc2c3N)c1
 : 4&-1 | -2&11 | 8.2&-0.8 | 2&8 | 0&-8 | -6&-9 | -5&-4 | 7&5 | -2&-4
Cc1cc(C)c(C2=NOC(O)(C(F)(F)F)C2)c(=O)[nH]1 (configuration not stated)
 : 2 | 6 | -1.2 | -2 | -34 | -9 | -5 | 8 | -2
CCCC12CN3CCN(CC(C3)/C1=N\NC(=O)c1ccncc1)C2
 : 14 | -10 | 5.9 | 14 | 4 | -11 | -12 | -6 | 1
CC1[C@H]2Cc3ccc(O)cc3[C@]1(C)CCN2C (some centres not stated)
 : 0 | 1 | -1.1 | -2 | -4 | -8 | -3 | 0 | 0
COc1ccc(CC2C(=O)NC(=O)NC2=O)c(OC)c1
 : 0 | 5 | -0.3 | 0 | -8 | 0 | 6 | 2 | -1
Cc1cccn2c(=O)c3c(nc12)N1CCCCCC1C1(C3)C(=O)N(C)C(=O)N(C)C1=O (configuration not stated)
 : 0 | 6 | -0.8 | 8 | -10 | -11 | -3 | 3 | -3
CCOC(=O)CCCCCNC(=O)c1c(O)[nH]c(=O)[nH]c1=O
 : 0 | 4 | -0.8 | 17 | -6 | 6 | -9 | 0 | 2
O=C1NC(=O)C(CCc2ccncc2)(c2ccccc2)C(=O)N1
 : 1 | 4 | -1.9 | -2 | -4 | -14 | 0 | 2 | -6
CCc1nccc2c1[nH]c1ccccc12
 : 2 | -4 | -0.9 | 4 | 2 | -3 | -7 | 1 | -1
CC(=NC1CCN(Cc2ccccc2)CC1)c1c(O)n(C)c(=O)n(C)c1=O
 : 0 | 9 | 2.0 | 3 | -17 | -3 | -2 | 1 | -4
O=C(Nc1ccc(Cl)c(Cl)c1)c1ccco1
 : 2 | 0 | -0.8 | -2 | 14 | -2 | 13 | -3 | 0
FC(F)(F)c1ccc(NC2=NCCCS2)cc1
 : 2 | -12 | 16 | 7 | 14 | -11 | -5 | -3 | -6
O=C(CNC(=O)c1cccc(Cl)c1)Nc1ccc(Br)cc1C(=O)c1ccccc1
 : 1 | -1 | 0.8 | 8 | 5 | 6 | -7 | -6 | -2
O=C(Cc1ccccc1)N1CCN(Cc2ccc([N+](=O)[O-])cc2)CC1
 : 1 | -11 | -2.2 | -8 | 17 | -3 | 8 | -2 | 0
COC(=O)C1=C(c2ccc(F)cc2F)C[C@@H]2CC[C@H]1N2C(=O)NCCCOC(C)C
 : 1 | 9 | -1.2 | 6 | -5 | 3 | -2 | 6 | -2
CN(Cc1ccccc1)C(=O)CN1CCCC1=O
 : 0 | 13 | 0.0 | 2 | -6 | -10 | 2 | 5 | 2
O=C1Nc2ccccc2Oc2ccccc21
 : 1 | 1 | 4.0 | 2 | 2 | -1 | 4 | 3 | -2
COc1cc2c(cc1OC)C(C(=O)NCCC(C)C)C1CCCCN1C2=O (configuration not stated)
 : 0 | 12 | 0.5 | -2 | -7 | 2 | 2 | 7 | 1
Cc1c(Oc2cc(NN3CCCCC3)c([N+](=O)[O-])cc2[N+](=O)[O-])cccc1[N+](=O)[O-]
 : 1 | 4 | 0.1 | 13 | -3 | -6 | -2 | 3 | 3
N#C/C(=C\c1ccc(O)cc1)C(=O)O
 : 1&0 | 0&-13 | -1.4 | -5&16 | -23&-2 | -4&4 | 9&-16 | 1&-11 | 1&0
CCOc1ccc(-n2c(-c3ccoc3)nc3ccccc3c2=O)cc1
 : -1 | 4 | -0.5 | 1 | -3 | -3 | -2 | 7 | -3

Compound profiles, as listed above:
COc1ccc(CC2C(=O)NC(=O)NC2=O)c(OC)c1 in the list: M4 ag = 0; CHRM1 PAM = 5; CRFBP-R2 agonist = -0.3; CHRM5 antagonist = 0; M1 antag = -8; CHRM4 antagonist = 0; CHRM5 PAM = 6; CHRM4 PAM = 2; M5 ag = -1
C[N+]1(CC(COCc2ccccc2)OC(=O)Cc2ccccc2)CCOCC1 (configuration not stated) in the list: M4 ag = 0; CHRM1 PAM = -2; CRFBP-R2 agonist = 4.4; CHRM5 antagonist = 3; M1 antag = -1; CHRM4 antagonist = 1; CHRM5 PAM = 2; CHRM4 PAM = -3; M5 ag = -4

Compound activity from PubChem BioAssay.
